Screening data: PubChem, several laboratories
aSyn UTR inh – MLPCN primary screen, SNCA 5' untranslated region. alpha-synuclein 5'UTR reporter, inhibitor activity. inhibition, % (tested at 7.5 µM). hit rate 0.82% among 300,000. AID 1813, 2009; in the data active = inhibition above about 60%; inconclusive = no clear call, values can overlap the other calls;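 also: H4 neuroglioblastoma cells stably carrying SNCA 5'UTR luciferase fusion; 0% = DMSO wells and 100% = positive control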
HIF activator – HIF pathway transcriptional activators, primary screen, cell-based, U2OS HRE-luciferase, luminescence. U2OS HRE-luciferase reporter; normalized: DMSO 0%, desferrioxamine 100%. AID 1910, 2009. hit rate 0.32% among 300,000. activation, % at 7.5 µM (by protocol);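 active = mean activation of at least 10% of the iron chelator positive control signal, with at least half of replicates also reaching 10%; inconclusive = mean and replicate majority disagree about reaching 10%; inactive = mean and most replicates under 10%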
IEC-6 cytotox – cytotoxicity in IEC-6 intestinal epithelial cells, primary screen, cytotoxicity control for KLF5 inhibitor project, cell-based, luminescence | hit rate 0.78% among 290,000 | IEC-6 cytotoxicity, luminescence viability | inhibition, % at 5 µM; in the data active = inhibition above about 22%;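 also: 0% = plate median of test compound wells and 100% = cytotoxic reference compound wells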
HDAC3 inh – HDAC3 deacetylase inhibitors, primary screen, biochemical, fluorescence, cell-free homogeneous; Histone deacetylase 3 (Homo sapiens), O15379; recombinant HDAC3, fluorogenic peptide/trypsin coupled; inhibition, % at 8.3 µM; hit rate 0.15% among 320,000; AID 2718, 2010; in the data active = inhibition above about 26%, passing the limit was not always enough; inconclusive = no clear call, values can overlap the other calls
Target sequence (O15379 whole entry, looked up): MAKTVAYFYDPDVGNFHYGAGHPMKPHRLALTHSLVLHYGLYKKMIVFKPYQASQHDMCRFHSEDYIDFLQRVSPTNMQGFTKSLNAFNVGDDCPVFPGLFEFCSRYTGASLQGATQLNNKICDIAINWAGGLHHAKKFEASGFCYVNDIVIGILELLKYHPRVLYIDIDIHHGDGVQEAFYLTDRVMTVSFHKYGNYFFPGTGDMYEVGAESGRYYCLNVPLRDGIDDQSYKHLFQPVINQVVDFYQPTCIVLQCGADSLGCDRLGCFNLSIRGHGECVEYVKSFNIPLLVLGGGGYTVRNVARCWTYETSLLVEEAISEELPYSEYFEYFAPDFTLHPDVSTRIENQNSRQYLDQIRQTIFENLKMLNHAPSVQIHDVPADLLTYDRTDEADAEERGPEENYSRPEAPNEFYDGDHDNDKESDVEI
Platelet DG rel – inhibitors of platelet dense granule secretion, primary screen, cell-based, MLPCN, human platelets. human platelet-rich plasma, SFLLRN dense granule ATP release, luminescence. inhibition, %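 (compounds screened at 7.5 µM in platelet-rich plasma)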. hit rate 0.22% among 300,000. AID 1663, 2009;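 active = mean replicate score, as percent of positive control, at or above 50; inconclusive = mean below 50 but at least one replicate at or above 50; inactive = mean and every replicate below 50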
HSF-1 act – HSF-1 activators, primary screen, NIH3T3-HGL cells, MG132 stress, luminescence, single point. hit rate 1.7% among 300,000. NIH3T3-HGL HSF-1 luciferase reporter, 8 h; 100% = twice DMSO control signal. activation, % at 9 µM. AID 504408, 2011;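 active = mean replicate activation of at least 50% with a set share of replicates each reaching 50%; inconclusive = only one of those two conditions met; inactive = mean below 50% and too few replicates reaching it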;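 also: 0% = median of the neutral control wells and 100% = twice that signal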
AI-2 QS modul – Vibrio harveyi AI-2 quorum sensing modulators, primary screen, JMH597 strain, luminescence/OD600 ratio. hit rate 0.4% among 300,000. AID 2094, 2009. activity change, % at 7.5 µM. Vibrio harveyi JMH597 AI-2 luminescence/OD600 ratio, 9 h; hits give low values; strain lacks LuxN and CqsS sensors; 0 = neutral-control median; in the data active = activity change below about -75%, passing the limit was not always enough; inconclusive = no clear call, values can overlap the other calls;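 also: luminescence divided by OD600 gain over 9 h not by final OD600 alone; inactives centre near 13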
HSF1 inh – HSF1 inhibitors in luciferase reporter cells, primary screen, cell-based, NIH3T3, luminescence | NIH3T3-HGL HSE-luciferase, MG132-induced, luminescence 8 h; hits give low values | activity change, negative = inhibition, % at 7.5 µM (by protocol) | hit rate 0.77% among 300,000 | AID 2098, 2009;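 active = more than half of replicate wells show activity change below -50%, luminescence cut by over half; inconclusive = some wells, but at most half, below -50%; inactive = no replicate well below -50%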;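 also: luciferase reports HSF-1 transcriptional activity via heat shock element; 0% = median of DMSO wells and -100% = zero luminescence signal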
HSP90 refold inh – HSP90 inhibitors, primary screen, cell lysate, luminescence; Heat shock protein HSP 90 (rabbit reticulocyte lysate; luciferase refolding); Rabbit reticulocyte lysate, luciferase refolding luminescence, 3 h; inhibition, % at 5.6 µM; hit rate 0.91% among 290,000;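 active = inhibition above the screen-wide mean plus 3 SD, computed separately per campaign, cut at about 16% in these data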;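 also: 0% = DMSO wells and 100% = 60 µM geldanamycin wells; inhibitors lower the luminescence because luciferase stays unfolded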
KLF5 inhibitor – KLF5 expression inhibitors, primary screen, DLD-1 cells, luminescence. inhibition, % at 5 µM. AID 1700, 2009. hit rate 0.23% among 290,000. DLD-1 KLF5 promoter-luciferase reporter;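 active = inhibition above a per-plate limit of that plate's mean compound inhibition plus 3 SD, cut at about 60% in these data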;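 also: 0% = DMSO wells and 100% = LY294002 at 200 µM; higher means less KLF5 promoter-driven luciferase light; inactives centre near -14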
Numbers without * were called inactive; ? = inconclusive; . = no result given. Random draw from the library; about 5% have a hit in one of these screens.

Sample of the layout:
SMILES	aSyn UTR inh	HIF activator	IEC-6 cytotox	HDAC3 inh	Platelet DG rel	HSF-1 act	AI-2 QS modul	HSF1 inh	HSP90 refold inh	KLF5 inhibitor
COc1ccc(/C=N/NC(=O)c2cc(-c3ccccc3)nc3ccccc23)cc1O	12	-0.7	2	0	7	-5	11	7	-3	-33
Cc1nc(NC(=O)CSc2nc3ccccc3s2)sc1C(=O)N(C)C	-9	0.2	0	6	-2	10	21	-3	0	-4

The whole of this part, previewed entries included:
SMILES	aSyn UTR inh	HIF activator	IEC-6 cytotox	HDAC3 inh	Platelet DG rel	HSF-1 act	AI-2 QS modul	HSF1 inh	HSP90 refold inh	KLF5 inhibitor
COc1ccc(/C=N/NC(=O)c2cc(-c3ccccc3)nc3ccccc23)cc1O	12	-0.7	2	0	7	-5	11	7	-3	-33
Cc1nc(NC(=O)CSc2nc3ccccc3s2)sc1C(=O)N(C)C	-9	0.2	0	6	-2	10	21	-3	0	-4
COc1ccc(C2NC(=S)N3C(c4ccc(OC)cc4)NC(=S)N23)cc1 (stereo not drawn)	-26	0.4	0	12	7	13	13	-5	7	-68
COc1cccc(CN2CCN(C(=O)c3cccc4ccccc34)CC2)c1OC	-8	-0.1	-4	5	-2	-36	9	-13	0	-20
CCCCCCN(C(=O)CCCCCN1C(=O)NC(c2ccc(-c3ccccc3)cc2)C(C(=O)OCc2ccccc2)=C1C)C(C(=O)NCCCC)c1ccc(OCC(=O)OC)cc1 (stereo not drawn)	-6	0.4	4	-4	7	4	21	6	0	7
Cc1ccc(NC(=O)C(C)Sc2nc(-c3ccccc3)cc(=O)[nH]2)cc1 (stereo not drawn)	15	-9.0	-3	4	4	2	13	-2	-3	-35
COc1ccc(OC)c2[nH]c(C(=O)N3CCC(C(=O)O)CC3)cc12	-5	-20	2	-3	-2	13	16	-1	1	2
CCOC(=O)c1c(NC(=O)CSc2nnc(C)c(=O)[nH]2)sc2c1CCC2	11	-0.1	4	1	-12	18	13	10	4	2
Cc1csc(NC(=O)CCn2c(=O)sc3ccccc32)n1	-33	1.3	6	-11	-2	19	21	9	-2	9
CC(C(=O)Nc1ccc2c(c1)OCO2)c1ccc([N+](=O)[O-])cc1 (stereo not drawn)	26	0.0	-3	2	-8	2	21	-3	1	1
O=C(CN(C(=O)c1cccc([N+](=O)[O-])c1)C1CCCCC1)Nc1ccc(Cl)c([N+](=O)[O-])c1	28	-1.3	-3	6	13	4	23	2	-3	-16
O=C(NCc1cccnc1)Nc1ccc(F)cc1F	-14	0.4	-2	-4	-1	-2	6	2	3	-65
CC(C)NC(=O)COc1ccc2c(c1)C(=O)CC(C)(C)O2	-16	0.2	-6	-17	9	-6	4	4	-2	-33
O=C(CSc1nc2ccccc2c(=O)n1-c1ccccc1)N1CCc2ccccc2C1	-4	.	5	.	-2	30	-11	6	4	13
Cc1ccc(N2C(=O)N(CC(=O)Nc3ccc(C)c(C)c3[N+](=O)[O-])C(=O)C2C)cc1 (stereo not drawn)	-5	-0.6	-3	1	-1	13	11	3	4	-7
CCSC(=S)c1c(C)[nH]n(-c2ccccc2)c1=O	18	0.0	3	3	2	0	-9	5	2	-16
CCCOc1ccc(C(C)=O)cc1CC(C(N)=O)C(N)=O	2	0.0	6	5	-29	-15	20	-6	-7	-8
COc1ccc(C2(C(=O)NC(C)C)CCCC2)cc1OC	8	0.0	6	2	4	-4	17	1	2	-38
O=C(c1ccccc1Oc1ccc(C(F)(F)F)cc1[N+](=O)[O-])N1CCOCC1	-1	-0.2	6	7	-1	8	6	1	1	-33
O=C(CN1C(=O)C(=O)c2ccccc21)NCCc1ccccc1	-8	0.3	8	13	-7	16	55	0	3	2
CCc1cc2c(Nc3ccc(O)cc3)nc(C)nc2s1	24	-14	0	5	0	36	32	18	-6	-4
Cc1ccc(C)c(SCC(=O)NC(=O)Nc2ccc3c(c2)OCCO3)c1	2	0.3	0	1	-3	27	5	-1	3	5
Cc1ccc(C)c(NC(=S)NC(=O)c2cncc(Br)c2)c1	-9	0.0	.	4	9	10	13	2	.	.
COc1ccc(COCC(O)CN2CCCC(C(F)(F)F)C2)cc1 (stereo not drawn)	16	0.1	1	-5	1	0	31	-6	1	-40
CC1=CCC2C(=O)N(c3cc(C)on3)C(=O)C2C1 (stereo not drawn)	-12	-0.4	-1	0	-2	-7	2	-5	2	-33

Later entries.
SMILES	aSyn UTR inh	HIF activator	IEC-6 cytotox	HDAC3 inh	Platelet DG rel	HSF-1 act	AI-2 QS modul	HSF1 inh	HSP90 refold inh	KLF5 inhibitor
CCOC(=O)C1CCN(S(=O)(=O)c2ccc3c(c2)CCN3C(=O)C2CCC2)CC1	23	-0.4	-5	-6	18	10	9	-1	-2	-12
O=C(Nc1nc(-c2ccccn2)cs1)c1ccc(S(=O)(=O)N2CCCCC2)cc1	57	16*	50*	-1	3	-49	?	-40	-2	46
CC(O)CNc1nc2sc3c(c2c(=O)n1CCc1ccccc1)CCCCC3 (stereo not drawn)	-72	-0.1	9	22	1	27	42	10	2	-16
Cc1cccc(Cn2c(SCCN3CCOCC3)nc3c2c(=O)n(C)c(=O)n3C)c1	20	-0.2	1	7	3	13	0	0	0	8
CCOc1ccccc1C1N(c2ccc(OC)cc2)C(=O)C2CCCN21 (stereo not drawn)	-15	-0.3	-1	2	2	-2	34	1	-2	-23
Cc1cc(-c2ccc(S(=O)(=O)N(C)c3ccc(C)c(C)c3)s2)on1	0	-0.7	53*	4	-1	-4	4	-10	-1	32
CCOC(=O)c1ccc(NC(=O)CSc2ccc(-c3ccccn3)nn2)cc1	12	4.9	7	1	-12	3	1	10	2	-38
COc1ccccc1N1CCN(C2=NS(=O)(=O)c3ccccc32)CC1	-1	-0.4	4	-1	-1	21	11	-1	2	-19
OC1=C(O)c2nc3ccccc3nc21	-19	0.0	0	7	-5	1	15	-2	0	-8
O=C(COC(=O)Cc1ccccc1F)Nc1cccc(F)c1	11	-0.1	-3	-12	13	-7	25	0	1	-37
O=C(C1CCC1)N1CCc2cc(S(=O)(=O)NCc3cccnc3)ccc21	20	1.2	0	3	-2	3	35	-8	3	-26
Cc1[nH]c2ccccc2c1C(=O)C(=O)NCC1CCCO1 (stereo not drawn)	5	0.3	-4	6	-1	25	8	-5	3	-18
O=S(=O)(/C=C/c1ccccc1)c1ccccc1	-43	-0.6	2	-4	1	40	33	-1	0	-2
CCOc1ccc(C2NC(=O)NC(C)=C2[N+](=O)[O-])cc1OC (stereo not drawn)	4	-0.4	1	5	3	-2	35	2	-1	10
O=C(NC(=S)Nc1ccc(N2CCOCC2)cc1)c1cncc(Br)c1	14	-1.0	10	5	11	-24	28	-14	13	16
CCOc1ccc(N2C(=O)CC(N3CCN(C4CCc5ccccc5C4)CC3)C2=O)cc1 (stereo not drawn)	12	-0.4	-2	-6	1	-6	12	-9	3	-1
O=C(NCCCn1ccnc1)c1cc2c(s1)CCCC2	1	0.2	4	2	-16	47	-2	44	8	-10
O=C(CCCNS(=O)(=O)c1cccc2nsnc12)NCc1ccccc1	-15	-0.2	-10	4	3	6	13	5	2	-22
O=C(CCCn1c(SCC(=O)c2ccc(F)cc2)nc2ccccc2c1=O)NCc1ccco1	-11	0.3	0	3	-3	-13	11	-5	0	-22
Nc1c2nc(-c3ccccc3Cl)[nH]c(=O)c2nc(=O)n1-c1ccccc1	-45	0.8	1	-5	8	-9	6	2	-4	-20
Cc1ncc(CO)c(/C=N/NC(=O)c2cc(O)c(O)c(O)c2)c1O	-26	0.5	-6	.	1	18	4	4	-6	-20
COc1cccc(-c2nc3ccccc3c(=O)n2NC(=O)c2cccnc2Cl)c1	-11	-0.4	-10	0	-2	16	43	-13	-9	-15
Cc1onc(-c2ccccc2)c1C(=O)NC(CC(=O)O)c1ccc(OC(C)C)cc1 (stereo not drawn)	8	0.0	6	-7	5	-1	25	-6	4	0
CCC1=NN2C(=N)/C(=C\c3cccn3-c3cccc(Cl)c3)C(=O)N=C2S1	13	-0.2	2	1	7	2	44	-2	3	-6
CC(C)C(NS(=O)(=O)c1ccccc1)C(=O)N1CCN(C(=O)c2ccco2)CC1 (stereo not drawn)	9	-0.3	0	8	15	-9	8	0	1	-11

Going on with the list:
SMILES	aSyn UTR inh	HIF activator	IEC-6 cytotox	HDAC3 inh	Platelet DG rel	HSF-1 act	AI-2 QS modul	HSF1 inh	HSP90 refold inh	KLF5 inhibitor
COc1cccc(N(CC(=O)NCCSc2ccccn2)S(=O)(=O)c2ccccc2)c1	-3	0.3	4	-1	4	1	28	-1	-2	-13
CCC(=O)Nc1ccc(C(=O)N/N=C/c2ccccc2[N+](=O)[O-])cc1	-81	1.5	-1	4	-2	-3	30	15	0	-15
COc1cccc(CN=C2Nc3ccccc3CS2)c1	-142	2.0	-4	2	-3	43	-2	31	-4	-77
CN(C)CCCN(C(=O)c1ccc(S(=O)(=O)N(C)Cc2ccccc2)cc1)c1nc2c(F)cccc2s1	-3	-1.0	-10	15	-14	13	28	5	-2	-16
O=C(O)CCCC(=O)N1CCc2cc(S(=O)(=O)NCc3ccccc3)ccc21	-4	-0.1	-11	-2	3	21	-1	-8	1	17
Cc1ccc(S(=O)(=O)N2CCN(C(C)C)CC2)cc1	12	0.1	-3	1	-1	-29	9	-12	3	-26
CN(CC(=O)Oc1ccc(-c2nnco2)cc1)S(=O)(=O)c1ccc(F)cc1	6	-0.8	.	8	6	-8	5	-2	.	.
Cc1ccc(S(=O)(=O)c2nc(NC3CCS(=O)(=O)C3)sc2Cl)cc1 (stereo not drawn)	2	0.1	-4	.	0	-5	14	3	1	-4
Cc1ccc(NC(=O)C2Oc3ccccc3OC2C)cc1 (stereo not drawn)	-31	1.3	-3	?	1	-2	-6	-2	3	-31
CC1CCN(c2c(NCC3CCC(C(=O)NCCCc4ccccc4)CC3)c(=O)c2=O)CC1 (stereo not drawn)	20	0.4	2	4	2	2	18	0	2	-36
Cn1ncc(Cl)c1C(=O)Nc1cc(C(F)(F)F)ccc1F	-9	-0.2	-6	9	1	7	10	-2	4	-11
CN1CCC(N(C)C(=O)Cc2ccccc2[N+](=O)[O-])CC1	6	-0.2	3	1	0	2	16	-5	-1	-25
CSc1nc(NCC(C)C)nc(N2CCOCC2)n1	9	0.0	1	-1	-1	-1	20	-9	-5	-27
CCCc1cc(=O)[nH]c2nnc(SCC(=O)Nc3ccc(NC(C)=O)cc3)n12	-2	-1.2	.	-9	15	-10	-5	-6	.	.
Cc1cccc(N2CC(C(=O)OCC(=O)c3ccc(OC(=O)c4cccs4)cc3)CC2=O)c1C (stereo not drawn)	-1	-0.2	4	?	2	27	11	10	-3	-40
CC(=O)c1c(O)c(C)c(O)c2c1OC1=CC(=O)C(C(C)=O)C(=O)[C@@]12C (stereo partly drawn)	4	-0.4	-2	.	1	-9	50	-4	.	-39
